Screening results as filed in PubChem.
ADAM10 inh: human ADAM10 inhibitors, primary screen, biochemical, QFRET, HTS; 370,000 tested, 0.62% active; inhibition, % at 7 µM; recombinant ADAM10, EDANS/DABCYL FRET peptide cleavage, 3 h; AID 720582, 2013;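 active = inhibition above a per-campaign cutoff equal to the mean of compounds falling between control-based bounds plus 3 SD, cut at about 20% in these data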;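 note: 0% = DMSO wells while the 100% control is not disclosed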
LEDGF integ inh: blockers of LEDGF/p75-dependent integrase strand transfer – biochemical, TR-FRET, high throughput, primary screen. HIV-1 integrase (with human LEDGF/p75). TR-FRET IN-LEDGF/p75 DNA integration, Eu/Cy5. inhibition, % at 3.7 µM. 370,000 tested, 0.64% active. AID 743269, 2014;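 active = inhibition above the screen-wide mean plus 3 SD, cut at about 13% in these data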;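 note: signal is the Cy5 over europium emission ratio at 671 and 618 nm; 0% = plate median of compound wells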
ARFGAP1 inhibitor: inhibitors of rat ARFGAP1 GAP activity, primary screen, biochemical, fluorescence polarization, GDP tracer | ADP-ribosylation factor GTPase-activating protein 1 (Rattus norvegicus), Q62848 | Arfgap1-stimulated ARF1 GTP hydrolysis, GDP FP detection | inhibition, % at 16.5 µM | 360,000 tested, 0.26% active | AID 651572, 2012;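 active = inhibition above a per-plate limit, mean inhibition of low control wells plus 3 SD, cut at about 25% in these data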;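 note: 0% = DMSO wells with enzyme and 100% = wells lacking Arfgap1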
Target sequence (Q62848 1-136 limits assumed): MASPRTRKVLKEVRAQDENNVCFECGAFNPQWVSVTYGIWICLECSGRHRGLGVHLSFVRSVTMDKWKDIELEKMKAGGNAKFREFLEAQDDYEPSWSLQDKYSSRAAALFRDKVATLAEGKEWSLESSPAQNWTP
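System: truncated rat Arfgap1 GAP domain / Benchmarks: high control wells lacking Arfgap1, low control full reaction with DMSO / Times: compound-enzyme preincubation 20 min, reaction 120 min, detection 60 min, 25 °C / Repeats: one replicate per compound / Also added: human ARF1(Δ1-17)-GTP substrate / Measured by: Tracer-displacement fluorescence polarization with EDTA stop, 620/688 nm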
TDP2 absorb: human TDP2 enzyme inhibitors, primary screen, biochemical, epi absorbance, recombinant enzyme; Tyrosyl-DNA phosphodiesterase 2 (Homo sapiens), O95551; T5PNP hydrolysis, p-nitrophenol absorbance 415 nm; inhibition, % at 12.8 µM; 370,000 tested, 0.34% active;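 active = inhibition above the mean of all tested compounds plus 3 SD, set per campaign, cut at about 25% in these data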;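 note: 0% = DMSO with enzyme and 100% = buffer with substrate but no TDP2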
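Assay system: Recombinant human TDP2 | Quantity: 120 nM TDP2 per well | Incubation: 2 h at 37 °C | Signal: Epi absorbance | Evaluation: Percent inhibition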
ADAM17 inh: ADAM17 inhibitors, primary screen, biochemical, QFRET; AID 720648, 2013; inhibition, % at 6.95 µM; 370,000 tested, 0.83% active; Disintegrin and metalloproteinase domain-containing protein 17 (Homo sapiens), P78536; recombinant ADAM17, EDANS/DABCYL FRET peptide cleavage;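 active = inhibition above the mean of compounds lying between control limits plus 3 SD, set per campaign, cut at about 8.5% in these data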;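 note: 0% = DMSO-only wells as the low control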
Tn6 DDE FP: inhibitors of Tn6 peptide binding to fibrin DD(E), primary screen, biochemical, fluorescence polarization, human fibrin, Tn6 probe; Fibrin DD(E) TRITC-Tn6 fluorescence polarization displacement; inhibition, % at 8.3 µM; 370,000 tested, 0.21% active;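 active = inhibition above a per-campaign cutoff: mean of compounds within control limits plus 3 SD, cut at about 15% in these data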;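 note: 0% = median of all compound wells on the plate and 100% = blocking peptide control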
KLK7 zymogen act: proKLK7 zymogen activators, primary screen, biochemical, fluorescence intensity. purified proKLK7, EDANS-DABCYL substrate fluorescence; 100% is mature enzyme control, 0% vehicle. activation, % at 7 µM. 370,000 tested, 0.9% active. AID 652039, 2013;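 active = activation above the mean of all tested compounds plus 3 SD, computed per campaign excluding outliers beyond control limits, cut at about 13% in these data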
Target sequence (P49862 whole entry, looked up): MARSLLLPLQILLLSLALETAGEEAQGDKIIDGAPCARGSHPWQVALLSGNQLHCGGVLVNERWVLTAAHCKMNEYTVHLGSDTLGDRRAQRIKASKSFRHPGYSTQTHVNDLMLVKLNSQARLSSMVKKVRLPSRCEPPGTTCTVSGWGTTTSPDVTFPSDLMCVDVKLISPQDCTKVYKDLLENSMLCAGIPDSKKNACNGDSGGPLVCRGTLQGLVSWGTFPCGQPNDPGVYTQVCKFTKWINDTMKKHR
PLCg1 inh: PLC-gamma1 enzyme inhibitors, primary screen, biochemical, fluorescence, purified enzyme; fluorogenic substrate; inhibition, % at 12.2 µM; 370,000 tested, 0.84% active; AID 720700, 2013; in the data active = inhibition above about 9.5%
ASAP1 inh: inhibitors of human ASAP1 ArfGAP activity, primary screen, biochemical, fluorescence polarization. ASAP1-stimulated ARF1 GTP hydrolysis, GDP FP detection. 360,000 tested, 0.19% active. inhibition, % at 16.5 µM. Arf-GAP with SH3 domain, ANK repeat and PH domain-containing protein 1 (Homo sapiens), …; in the data active = inhibition above about 25%;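 note: 0% = vehicle with enzyme and substrate and 100% = no enzyme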
Target sequence (Q9ULH1 325-724 limits assumed): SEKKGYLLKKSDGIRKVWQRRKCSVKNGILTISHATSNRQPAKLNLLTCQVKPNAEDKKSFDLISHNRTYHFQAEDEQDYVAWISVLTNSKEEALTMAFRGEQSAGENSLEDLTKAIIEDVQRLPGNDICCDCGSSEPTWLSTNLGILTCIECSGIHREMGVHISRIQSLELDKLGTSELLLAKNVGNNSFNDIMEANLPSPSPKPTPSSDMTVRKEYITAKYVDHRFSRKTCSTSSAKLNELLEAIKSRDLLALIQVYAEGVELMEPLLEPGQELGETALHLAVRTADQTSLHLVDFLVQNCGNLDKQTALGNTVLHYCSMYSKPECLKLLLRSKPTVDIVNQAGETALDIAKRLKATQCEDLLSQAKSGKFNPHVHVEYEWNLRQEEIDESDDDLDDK
Tn7 DDE FP: inhibitors of Tn7 peptide binding to fibrin DD(E), primary screen, biochemical, fluorescence polarization, human fibrin, Tn7 probe; Fibrinogen beta chain (Homo sapiens), P02675; FP displacement of FITC-Tn7 peptide from fibrin DD(E); 0% = median of compound wells per plate; inhibition, % at 8.3 µM; 370,000 tested, 0.13% active;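 active = inhibition above the mean of compounds falling within the control limits plus 3 SD of them, cut at about 14% in these data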;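 note: 0% = plate median of compound wells and 100% = 10 µM Aha-Tn7 peptide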
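Assay system: human fibrin DD(E) protein / Input: 2 µM fibrin DD(E) / Benchmarks: high control of 10 µM Aha-Tn7 peptide / Measured by: fluorescence polarization of the labelled Tn7 tracer / Medium: Tris buffer with calcium and detergent, pH 7.8 / Timing: 10 min compound pre-incubation, 3 h probe incubation at room temperature / Repeats: one replicate per compound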
An asterisk follows results filed as active; & = joins results of further samples.

SMILES	ADAM10 inh	LEDGF integ inh	ARFGAP1 inhibitor	TDP2 absorb	ADAM17 inh	Tn6 DDE FP	KLK7 zymogen act	PLCg1 inh	ASAP1 inh	Tn7 DDE FP
Cc1ccc(NP(=O)(c2ccccc2)c2nc3ccccc3s2)cc1 (stereo not given)	11	4	1	-11	6	-11	-0.6	3	2	-4
Nc1ncnc2c1ncn2[C@@H]1O[C@H](COP(=O)(O)CP(=O)(O)O)[C@@H](O)[C@H]1O	5	6	-1	-11	3	1	-0.4	73*	4	-6
CCCSc1nc(O)c(CC)c(=O)n1C(C)CC (stereo not given)	0	1	3	-1	-2	0	-0.1	-4	4	-3
COC(=O)C1=C(c2ccccc2OCc2ccccc2)C[C@@H]2CC[C@H]1N2C(=O)NCc1ccc(C(C)(C)C)cc1	25*	-3	0	-4	4	-1	-0.3	1	7	3
CN1c2ccc([N+](=O)[O-])cc2CC2(C(=O)NC(=O)N(c3ccccc3)C2=O)C1c1ccccc1 (stereo not given)	8	4	1	1	0	-2	-0.3	3	6	-5
Cc1ccc(-c2cc(-c3ccccc3)cc(-c3ccccc3)[n+]2-c2ccc(C(=O)O)cc2)cc1	-178	-1	6	5	-42	6	3.0	-119	-1	-2
Cc1cc(NC(=O)CCC(=O)N2CCC3(CC2)OCCO3)no1	-1	-4	3	10	-2	2	0.5	1	-4	2
O=P1(Nc2ccc(F)cc2)COc2ccccc2OC1	7	-5	-2	8	-4	-5	-1.2	0	-1	-2
COc1ccccc1N1C(=O)NC(=O)/C(=C/c2ccc3c4c(cccc24)CC3)C1=O	-314	3	-12	13	-98	-4	-80	-155	-9	-4
C[C@]12CC[C@H](OS(=O)(=O)O)CC1=CC[C@@H]1[C@@H]2CC[C@]2(C)C(=O)CC[C@@H]12	-8&-1&-2	-2&1&0	5&15&-6	9&-2&-3	-8&-4&-3	4&-1&-2	-0.1&0.8&0.1	-1&-1&-1	-6&-3&-2	1&-6&-5
CCn1c(O)c(C=NCCc2c[nH]c3ccccc23)c(=O)[nH]c1=O	8	-4	-9	3	-1	-2	1.2	0	5	6
CCCCCCn1c(O)c(C=NCCCn2ccnc2)c(=O)[nH]c1=O	-2	1	8	-9	-3	-1	0.3	-1	4	3
CC/C(=N\N1CCCCCC1)c1c(O)n(-c2ccccc2C)c(=O)[nH]c1=O	-4	3	-10	10	-3	-6	1.2	-2	-8	1
Cc1c(NP(=S)(C(C)(C)C)C(C)(C)C)c(=O)n(-c2ccccc2)n1C	-1	2	-2	3	1	-2	-0.2	0	1	1
CC(=O)Nc1ccccc1C(=O)OCc1ccc(C(=O)c2ccccc2)cc1	13	2	9	-4	1	-4	0.7	-1	8	-1
COc1ccc(OC)c(N2C(=O)NC(=O)C3(Cc4cc(C)ccc4N(C)C3)C2=O)c1 (stereo not given)	-1	0	2	3	2	0	-0.1	-2	8	-5
CN1CC[C@@]23CCCC[C@@H]2[C@@H]1Cc1ccc(O)cc13	9	0	11	3	0	2	-0.2	2	-6	3
CCN(CC)C(=O)c1ccc(NC(=O)c2ccc(-c3nn(C)c(=O)c4ccccc34)cc2)cc1	-2	0	-7	10	-2	6	-0.4	3	-1	-1
COc1cc(CN2CCCC(C(=O)c3sccc3C)C2)cc(OC)c1O (stereo not given)	6	4	9	1	1	-4	-0.5	3	-3	-13
COc1ccc(C2N(c3cc(C)on3)C(=O)C3CCCN32)cc1 (stereo not given)	0	2	7	1	-1	-6	0.5	1	-8	-3

Part of the list above, in markdown:
| SMILES | ADAM10 inh | LEDGF integ inh | ARFGAP1 inhibitor | TDP2 absorb | ADAM17 inh | Tn6 DDE FP | KLK7 zymogen act | PLCg1 inh | ASAP1 inh | Tn7 DDE FP |
| --- | --- | --- | --- | --- | --- | --- | --- | --- | --- | --- |
| C[C@]12CC[C@H](OS(=O)(=O)O)CC1=CC[C@@H]1[C@@H]2CC[C@]2(C)C(=O)CC[C@@H]12 | -8&-1&-2 | -2&1&0 | 5&15&-6 | 9&-2&-3 | -8&-4&-3 | 4&-1&-2 | -0.1&0.8&0.1 | -1&-1&-1 | -6&-3&-2 | 1&-6&-5 |
| CCn1c(O)c(C=NCCc2c[nH]c3ccccc23)c(=O)[nH]c1=O | 8 | -4 | -9 | 3 | -1 | -2 | 1.2 | 0 | 5 | 6 |
| CCCCCCn1c(O)c(C=NCCCn2ccnc2)c(=O)[nH]c1=O | -2 | 1 | 8 | -9 | -3 | -1 | 0.3 | -1 | 4 | 3 |
| CC/C(=N\N1CCCCCC1)c1c(O)n(-c2ccccc2C)c(=O)[nH]c1=O | -4 | 3 | -10 | 10 | -3 | -6 | 1.2 | -2 | -8 | 1 |
| Cc1c(NP(=S)(C(C)(C)C)C(C)(C)C)c(=O)n(-c2ccccc2)n1C | -1 | 2 | -2 | 3 | 1 | -2 | -0.2 | 0 | 1 | 1 |
| CC(=O)Nc1ccccc1C(=O)OCc1ccc(C(=O)c2ccccc2)cc1 | 13 | 2 | 9 | -4 | 1 | -4 | 0.7 | -1 | 8 | -1 |
| COc1ccc(OC)c(N2C(=O)NC(=O)C3(Cc4cc(C)ccc4N(C)C3)C2=O)c1 (stereo not given) | -1 | 0 | 2 | 3 | 2 | 0 | -0.1 | -2 | 8 | -5 |
| CN1CC[C@@]23CCCC[C@@H]2[C@@H]1Cc1ccc(O)cc13 | 9 | 0 | 11 | 3 | 0 | 2 | -0.2 | 2 | -6 | 3 |
| CCN(CC)C(=O)c1ccc(NC(=O)c2ccc(-c3nn(C)c(=O)c4ccccc34)cc2)cc1 | -2 | 0 | -7 | 10 | -2 | 6 | -0.4 | 3 | -1 | -1 |
| COc1cc(CN2CCCC(C(=O)c3sccc3C)C2)cc(OC)c1O (stereo not given) | 6 | 4 | 9 | 1 | 1 | -4 | -0.5 | 3 | -3 | -13 |
| COc1ccc(C2N(c3cc(C)on3)C(=O)C3CCCN32)cc1 (stereo not given) | 0 | 2 | 7 | 1 | -1 | -6 | 0.5 | 1 | -8 | -3 |

A portion of the library (hit frequency here may not be typical).
